B2AR arrestin ag = qHTS assay of beta-arrestin-biased ligands of beta2-adrenergic receptor: NCGC Sytravon Library Screen; Beta-2 adrenergic receptor (Homo sapiens), P07550; HTLA Tango cells, beta-arrestin recruitment, luciferase luminescence, 18 h; Potency, µM (doses to about 46.1 µM), inactives show at the highest dose activation, most hits filed as activators; 44,000 tested, under 10 active; AID 1347077, 2019;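 further: potency means the concentration at half of the fitted maximal effect; 0% = DMSO and full agonism = EC100 isoproterenol or metaproterenol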
Target sequence (P07550 whole entry, looked up): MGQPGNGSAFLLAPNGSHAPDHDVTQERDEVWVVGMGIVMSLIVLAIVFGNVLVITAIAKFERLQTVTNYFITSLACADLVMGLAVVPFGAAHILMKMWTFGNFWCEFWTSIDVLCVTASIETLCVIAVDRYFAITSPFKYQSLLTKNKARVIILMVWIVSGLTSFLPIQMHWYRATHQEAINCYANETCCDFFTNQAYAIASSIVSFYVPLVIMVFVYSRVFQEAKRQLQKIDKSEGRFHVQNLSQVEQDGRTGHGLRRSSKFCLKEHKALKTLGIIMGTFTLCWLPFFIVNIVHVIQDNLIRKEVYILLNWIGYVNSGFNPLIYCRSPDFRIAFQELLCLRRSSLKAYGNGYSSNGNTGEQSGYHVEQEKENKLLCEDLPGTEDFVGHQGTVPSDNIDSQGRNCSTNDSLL
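Ligand-induced beta-arrestin recruitment to recombinant beta2-AR is measured via a tTA-driven luciferase reporter in Tango cells after 18 hr compound exposure at 37 degrees C. Concentrations span up to 46 microM.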
TSG101-PTAP inh = qHTS Validation Assay for Inhibitors of HIV-1 Budding by Blocking the Interaction of PTAP/TSG101: Sytravon Library Screen; Tumor susceptibility gene 101 protein (Homo sapiens), Q99816; Fluorescence polarization, FITC-PTAP peptide/Tsg101, 20 min; Potency, µM (titrated, usually from 115 µM), for the others: at the top dose activity change, negative = inhibition, actives largely listed as inhibitors; 44,000 tested, under 10 active; AID 1347069, 2019; further: potency means the concentration at half of the fitted maximal effect; 0% is about no effect
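The Tsg101 binding domain, at 10 uM final, is mixed with compound and a FITC peptide bearing the PTAP motif (50 nM final). After 20 min at r.t., polarization is measured; actives defined by CRC class, efficacy cut-off 60% inhibition.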
p53null 39C tox = qHTS Screen for Compounds that Selectively Target Cancer Cells with p53 Mutations: Cytotoxicity of p53 Null Cells at the Nonpermissive Temperature. AID 904, 2007. hit rate 0.97% among 55,000. H1299 p53-null (neo) cells, 39C, ATPlite viability, 24 h. Potency, µM (doses to about 46.1 µM), for the others: at the highest dose activity, negative = cell killing, usual class: cytotoxic;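 further: potency means the concentration at half of the fitted maximal effect; 0% = DMSO only and -100% = full killing by 100 µM tamoxifen; nearly all actives have a fitted effect of over 50% in size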
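Cells seeded at 600/well, 37C overnight. Compound added (up to 46 uM), plates shifted to 39C for 24 hr. ATPlite added, luminescence read after 20 min at room temperature.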
p53null 32C tox = qHTS Screen for Compounds that Selectively Target Cancer Cells with p53 Mutations: Cytotoxicity of p53 Null Cells at the Permissive Temperature; hit rate 0.62% among 55,000; AID 903, 2007; H1299-neo p53 null cells, ATP luminescence, 24 h, 32C; Potency, µM (highest dose often 46.1 µM), inactives show at the top dose activity change, negative = cytotoxicity, hits mostly cytotoxic;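 further: potency means the concentration at half of the fitted maximal effect; 0% = DMSO only and -100% = full killing by 100 µM tamoxifen; nearly all actives have a fitted effect of over 55% in size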
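Luminescent ATP readout gave cell viability of p53-null H1299-neo cells after a 24 h compound exposure at the permissive 32C. Titrations ran up to 46 uM, and AC50s were fitted with the standard Hill equation.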
FH mod = Identification of activators of human fumarate hydratase by quantitative high-throughput screening; Fumarate hydratase, mitochondrial (Homo sapiens), P07954; FH coupled MDH/diaphorase resazurin fluorescence, 15 min; Potency, µM (titrated, usually from 79.9 µM), for the others: top-dose activity change, negative = inhibition, actives largely listed as inhibitors; hit rate 0.22% among 54,000; AID 1347055, 2019; further: potency means the concentration at half of the fitted maximal effect; on the % scale 0 is the no-effect control and ±100 the full control effect; the screen sought activators but most active calls are inhibition curves; nearly all actives have a fitted effect of over 45% in size
NTMT1 inh = Primary qHTS for Inhibitors of N-terminal methyltransferase 1 (NTMT1): MTaseGlo Assay; NTMT1 MTase-Glo SAH luminescence, purified enzyme; hit rate 2.5% among 59,000; Potency, µM (series often up to 114 µM), without a hit: at the top dose activity change, negative = inhibition, usual class: inhibitors;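 further: potency means the concentration at half of the fitted maximal effect; plate controls were DMSO vehicle for no effect and no enzyme for full effect; nearly all actives have a fitted effect of over 65% in size; many of its hits are not listed in these tables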
Target sequence (Q9BV86 whole entry, looked up): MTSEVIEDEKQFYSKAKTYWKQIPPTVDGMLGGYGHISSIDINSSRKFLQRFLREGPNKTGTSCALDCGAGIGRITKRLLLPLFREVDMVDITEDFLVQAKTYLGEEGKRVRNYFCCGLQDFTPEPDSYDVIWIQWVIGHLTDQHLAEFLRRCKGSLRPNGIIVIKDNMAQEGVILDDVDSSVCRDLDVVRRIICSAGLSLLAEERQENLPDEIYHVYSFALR
GALK inhibitor = qHTS Assay for Inhibitors of Human Galactokinase (GALK): NCGC Sytravon Library Screen. recombinant GALK, Kinase-Glo ATP luminescence, 1 h. Potency, µM (series often up to 57.5 µM), without a hit: at the highest dose activity, negative = inhibition, hits mostly inhibitors. 44,000 tested, under 10 active;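 further: plate controls were full GALK reaction for no effect and reaction lacking GALK for full effect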
Target sequence (P51570 whole entry, looked up): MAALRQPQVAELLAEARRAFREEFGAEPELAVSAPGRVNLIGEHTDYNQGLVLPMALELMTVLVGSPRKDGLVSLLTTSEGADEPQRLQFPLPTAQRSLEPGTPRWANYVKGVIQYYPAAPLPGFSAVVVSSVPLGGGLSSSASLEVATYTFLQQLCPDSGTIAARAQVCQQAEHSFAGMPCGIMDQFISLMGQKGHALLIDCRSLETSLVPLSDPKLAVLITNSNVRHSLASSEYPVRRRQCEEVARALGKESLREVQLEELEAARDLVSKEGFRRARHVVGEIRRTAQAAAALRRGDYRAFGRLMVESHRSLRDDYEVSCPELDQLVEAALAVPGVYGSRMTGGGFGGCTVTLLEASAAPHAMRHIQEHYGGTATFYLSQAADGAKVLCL
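5 nM GALK with 35 µM ATP and 100 µM galactose in HEPES pH 8.0, MgCl2, NaCl, DTT, BSA; 1 h RT reaction, remaining ATP detected by Kinase-Glo Plus luminescence after 10 min; qHTS concentration series.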
The depositor's hits bear a star; ? = inconclusive; . = not tested or not shown; [ ] = remark or other dose. The call rests on the fitted dose curve; in most records, active means well fitted curve in the direction sought with a large enough effect; inconclusive means small, poorly fitted or top-dose-only effect, or another doubt; inactive means no such curve, though single readings can be large; an effect the other way counts as inactive or inconclusive. An excerpt; count on the stated rates, not on these rows.

structure	B2AR arrestin ag	TSG101-PTAP inh	p53null 39C tox	p53null 32C tox	FH mod	NTMT1 inh	GALK inhibitor
COc1ccc(NC(=O)/C(C#N)=C/c2cc(C)n(-c3ccc(F)cc3)c2C)cc1	0%	-1%	-14%	13%	-4%	8%	0%
Cc1ccc(-c2n[nH]c3c2C(c2ccc(C(C)(C)C)cc2)NC3=O)cc1 (stereo not drawn)	0%	1%	-1%	2%	6%	-14%	1%
Cc1cccc(-c2nc(C)c(CCNC(=O)C(=O)Nc3ccccc3C#N)s2)c1	8%	-1%	9%	-2%	-23%	8%	5%
COc1cccc(CNC(=O)Cn2ncn3nc(-c4cccs4)cc3c2=O)c1OC	-4%	4%	0%	-4%	16%	4%	0%
Cc1ccsc1CCN1C(=O)N(c2ccccc2)C(=O)C1CC(=O)Nc1ccc(F)cc1 (stereo not drawn)	-1%	1%	-13%	-4%	-30%	1%	6%
Fc1ccc(-c2csc(=Nc3cccc(C(F)(F)F)c3)n2Cc2ccc3c(c2)OCO3)cc1	1%	-5%	17%	3%[9.22 µM]	-4%	6%	6%
CCOCCCNC(=O)CN1C(=O)c2cccnc2Sc2ccccc21	0%	0%	-4%	-4%	9%	-17%	0%
Cc1ccc(CN2C(=O)SC(Nc3ccc(Cl)cc3)C2=O)cc1 (stereo not drawn)	0%	1%	-27%	5%	6%	4%	5%
CCc1ccc2oc(C(=O)Nc3cc(C)ccc3C)cc(=O)c2c1	0%	0%	-15%	0%	?	0%	2%
CCOC(=O)N1CCc2c(sc3c2c(=O)n(-c2ccc(CC)cc2)c(=O)n3CC(=O)c2ccccc2)C1	1%	3%	12%	-2%	-10%	20%	-1%
CCOc1cc(C)c(C(C)C)cc1S(=O)(=O)n1ccnc1CC	1%	-8%	-4%	17%	3%	6%	3%
COc1cc(C(=O)Nc2ccc(Cl)c(-c3nc4ncccc4o3)c2)cc(OC)c1OC	1%	3%	-18%	17%	-12%	-3%	5%
CCOc1ccc(CNC(=O)C2CCN(C(=O)c3sccc3-n3cccc3)CC2)cc1	0%	-7%	-14%	-5%	-4%	15%	-4%
COc1ccc(CNC(=O)CCc2nnc3n(C)c(=O)c4sccc4n23)cc1	1%	-11%	6%	4%	2%	-6%	5%
Cc1cccc(NC(=O)Cn2c(=O)n(Cc3ccc(C(=O)NCc4ccc5c(c4)OCO5)cc3)c(=O)c3ccccc32)c1	0%	-5%	10%	2%	-1%	-2%	1%
CC(C)c1ccc(Nc2nc3c(S(=O)(=O)c4ccc(Br)cc4)nnn3c3ccsc23)cc1	1%	0%	3%	-3%	-3%	11%	1%
CC(=O)Nc1cccc(-n2cc3c(c2-c2ccccc2Cl)c(=O)n(C)c(=O)n3C)c1	0%	-7%	-1%	9%	3%	?	5%
COc1cc2nc(Nc3ccc(F)cc3)nc(N)c2cc1OC	1%	0%	?	-21%	-6%	-11%	2%
Cc1cccn2c(=O)c3cc(C(=O)NCc4ccccc4)c(=N)n(CCOCCO)c3nc12	-2%	-14%	17%	1%	0%	1%	6%
Cc1ccc(C)c(CN2C(=O)c3ccccc3S(=O)c3ccc(C(=O)NCc4ccccc4Cl)cc32)c1 (stereo not drawn)	0%	0%	-1%	6%	-24%	?	8%
Cc1ccc(Cn2c(C)c3cnn(CC(=O)NCCc4ccc(Cl)cc4)c(=O)c3c2C)cc1	-2%	0%	-18%	-9%	1%	-14%	-1%
Cc1nc(-c2ccc(C)c(S(=O)(=O)N3CCC(C(=O)NCc4ccc(F)cc4)CC3)c2)no1	-1%	0%	7%	9%	-9%	?	0%
CCSc1ncc(Cl)c(C(=O)Nc2ccc(S(=O)(=O)Nc3nccc(C)n3)cc2)n1	0%	-11%	-12%	-15%	-1%	-15%	1%
Cc1cccc(NC(=O)c2sc3nc(N4CCOCC4)c4c(c3c2N)CC(C)(C)OC4)c1	-2%	-3%	-19%	-4%	2%	29%	0%
Cc1ccccc1NC(=O)c1ccccc1NC(=O)c1ccccc1F	0%	2%	-7%	-14%	-11%	3%	0%
O=S(=O)(c1cccc(C(F)(F)F)c1)N1CCC(Oc2ccc(-n3cnnn3)cc2)CC1	-2%	-10%	-8%	-12%	-11%	-4%	-7%
Cc1ccc2oc(=O)c3cc(C(=O)N(Cc4ccccc4)C(C)C)sc3c2c1	-2%	-2%	-5%	-2%	?	12%	6%
CCc1ccc(CSc2nc(-c3ccccc3OC)nc3c2Cc2c(CO)cnc(C)c2O3)cc1	-2%	-2%	9%	10%	-35%	4%	4%
COc1ccccc1C(=O)NCC(c1ccc(N(C)C)cc1)N1CCc2ccccc21 (stereo not drawn)	-1%	-4%	-9%	-7%	-24%	-2%	-6%
CCC(=O)N1CCc2cc(S(=O)(=O)Nc3cc(C)ccc3OC)ccc21	-2%	-2%	-13%	3%	-8%	?	-5%

Continued:
structure	B2AR arrestin ag	TSG101-PTAP inh	p53null 39C tox	p53null 32C tox	FH mod	NTMT1 inh	GALK inhibitor
N#Cc1ccc(-c2cccs2)nc1SCc1ccc(Br)cc1	0%	13%	-12%	1%	-11%	17%	7%
Cc1ccc(C)c(N2CCN(S(=O)(=O)c3ccc(-c4cnc(C5CC5)o4)cc3)CC2)c1	0%	-4%	22%	28%	?	-16%	0%
Clc1ccc(-c2nnn3c2nc(N2CCCCC2)c2ccccc23)cc1	0%	0%	-6%	-1%	2%	20%	-2%
O=S(=O)(c1ccc(Cl)cc1)c1nc(-c2ccco2)oc1SCc1ccc(F)cc1	0%	-1%	32%[activator]	15%	-21%	-14%	4%
CN(C)c1ccc(CN(CC2CCCO2)C(=O)COc2ccc(Cl)cc2)cc1 (stereo not drawn)	1%	1%	-26%	-6%	-25%	?	-1%
CCN(c1ccccc1)S(=O)(=O)c1nnc(NC(=O)c2ccccc2OC)s1	0%	-9%	?	-19%	0%	14%	?
Cc1cc(C)n2nc(SCC(=O)Nc3cc(Cl)ccc3C)nc2n1	1%	-13%	-16%	12%	-7%	8%	-1%
CCc1ccc(-n2nc(C)c3c(C)cc(=O)n(CC(=O)NCc4ccc(C)cc4)c32)cc1	2%	0%	2%	5%	-4%	1%	2%
COc1cc(C(=O)NCC(c2cccnc2)N2CCc3ccccc3C2)cc(OC)c1OC (stereo not drawn)	0%	1%	-8%	2%	0%	-13%	1%
COCCn1c(=N)c(C(=O)NC2CCCC2)cc2c(=O)n3cc(C)ccc3nc21	0%	0%	-19%	-12%	-15%	4%	4%
Cc1ccc(C)c(Cn2c(=O)n(Cc3ccccc3)c(=O)c3sc4ccccc4c32)c1	1%	0%	-22%	-2%	-7%	?	-2%
COc1ccc(-n2c(SCc3ccccc3F)nc3c([nH]c4ccccc43)c2=O)cc1OC	0%	-12%	12%	-1%	-11%	11%	0%
Cc1ccc(C)c(N2CCN(C(=O)NCc3noc4ccccc34)CC2)c1	-1%	-1%	-10%	-6%	-7%	-2%	0%
COc1cccc(-n2cc(C(=O)NCc3cccc(Cl)c3)c3ccccc3c2=O)c1	0%	7%	-9%	3%	-15%	10%	-3%
COc1ccc(NS(=O)(=O)c2cnc(N)nc2)cc1Cl	1%	2%	22%	-4%	-16%	0%	3%
CCCOc1ccc(CNC(=O)c2ccc(-n3c(C)cc4c3CCC(C)C4)cc2)cc1 (stereo not drawn)	?	6%	-18%	-9%	-16%	-2%	-6%
CCCCN(C)C(=O)Cn1cnc2sc(C)c(S(=O)(=O)N3CCC(C)CC3)c2c1=O	1%	-10%	-9%	4%	-9%	-2%	4%
Cc1ccc(-c2nc(SCC(=O)NCC3CCCO3)c3c(=O)n(C)c(=O)n(C)c3n2)cc1 (stereo not drawn)	2%	-8%	-8%	2%	-14%	?	-3%
COC(=O)c1cccc(NC2=NS(=O)(=O)c3ccccc32)c1	2%	0%	-13%	15%	-8%	-6%	-3%
COc1ccc(-c2nc3scc(CCNS(=O)(=O)c4ccc(Oc5ccccc5)cc4)n3n2)cc1	-4%	0%	4%	9%	-20%	-4%	-3%
CCOc1ccccc1NC(=O)C1CCCN(S(=O)(=O)c2ccc3c(c2)CCCN3C(C)=O)C1 (stereo not drawn)	1%	0%	38%[activator]	-4%	?	5%	3%
O=C(Cc1cccs1)NC1CC(=O)N(c2ccccc2)C1 (stereo not drawn)	-3%	1%	25%	2%	6%	-7%	-5%
COc1ccc(-c2cc(-c3ccc(C)cc3)nc3c2COc2ccccc2-3)cc1	0%	-6%	.	.	-3%	12%	6%
CCCCN(CCCC)CCNC(=O)c1cc(-c2cccnc2)nc2ccc(S(=O)(=O)N3CCC(C)CC3)cc12	-2%	2%	-5%	22%	-3%	-2%	2%
O=C(CCn1cnc2ccccc2c1=O)NCc1ccccc1	1%	3%	23%	-8%	3%	?	1%
COc1ccccc1C1Nc2c(sc3nc(C)cc(C)c23)C(=O)N1c1ccccc1 (stereo not drawn)	?	1%	?	?	?	4%	2%
CCNC(=O)c1c2c(nc3ccccc13)C(=O)N(C1CCCCC1)C2	-1%	1%	2%	-8%	-12%	-16%	-1%
Cc1ccc(NC(=O)C(=O)NCC(c2ccc3c(c2)OCO3)N2CCN(C)CC2)c(C)c1 (stereo not drawn)	1%	-9%	5%	-5%	1%	-2%	0%
COCCNC(=O)CCCn1c(SCc2ccccc2Cl)nc2c(sc3ccccc32)c1=O	0%	-6%	?	13%	-14%	?	2%
COc1ccc(CNC(=O)c2cc3sccc3n2Cc2ccc(F)cc2)cc1	1%	-7%	-7%	-7%	1%	5%	-1%
Cc1ccc2nc(-c3ccc(O)cc3)c(Nc3ccc(Cl)cc3)n2c1	-1%	-2%	?	28%	6%	?	-3%

Laid out differently: results already given
> CN(C)c1ccc(CN(CC2CCCO2)C(=O)COc2ccc(Cl)cc2)cc1 (stereo not drawn)
- B2AR arrestin ag = 1%
- TSG101-PTAP inh = 1%
- p53null 39C tox = -26%
- p53null 32C tox = -6%
- FH mod = -25%
- NTMT1 inh = ?
- GALK inhibitor = -1%

> CCN(c1ccccc1)S(=O)(=O)c1nnc(NC(=O)c2ccccc2OC)s1
- B2AR arrestin ag = 0%
- TSG101-PTAP inh = -9%
- p53null 39C tox = ?
- p53null 32C tox = -19%
- FH mod = 0%
- NTMT1 inh = 14%
- GALK inhibitor = ?

> Cc1cc(C)n2nc(SCC(=O)Nc3cc(Cl)ccc3C)nc2n1
- B2AR arrestin ag = 1%
- TSG101-PTAP inh = -13%
- p53null 39C tox = -16%
- p53null 32C tox = 12%
- FH mod = -7%
- NTMT1 inh = 8%
- GALK inhibitor = -1%

High-throughput results (PubChem)
